Screening results (PubChem BioAssay)
GAA glycogen mod: inhibitors or activators of human alpha-glucosidase glycogen cleavage; recombinant GAA, glycogen substrate, Amplex Red glucose oxidase fluorescence; 300,000 tested, 0.38% active; Potency, µM (titrated, usually from 76.4 µM), without a hit: at the highest dose activity change, negative = inhibition, most hits filed as inhibitors;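 also: 0% = full enzyme reaction and -100% = no-enzyme basal signal; the screen sought inhibitors and activators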
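Natural-substrate format: glycogen cleavage by 4 nM human enzyme, glucose read by Amplex Red coupling (Ex 573, Em 610 nm). Normalized to enzyme and no-enzyme controls.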
GAA inhib: inhibitors of human lysosomal alpha-glucosidase; purified human GAA, 4-MU-alpha-glucoside fluorescence; Potency, µM (highest dose often 76.9 µM), for the others: at the highest dose activity change, negative = inhibition, hits mostly inhibitors; 200,000 tested, 0.005% active; AID 1466;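 also: plate controls were uninhibited enzyme wells for no effect and no-enzyme background for full effect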
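Fluorescence at Ex 365/Em 440 nm from 4-methylumbelliferone reported enzyme activity after 20 min at room temperature. Reactions used 4 nM enzyme and 400 uM substrate at pH 5.0; curves fitted with the Hill equation.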
Epigenetic reg: derepresses silenced GFP reporter in murine cells. murine LDR cells, GFP reporter derepression, 30 h. Potency, µM (doses to about 53.9 µM), without a hit: top-dose GFP activation, actives largely listed as activators. 280,000 tested, 0.2% active. AID 1865; also: % of control where 0% means no effect; nearly all actives have a fitted effect of over 60% in size
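Murine LDR cells bearing a silenced CMV-driven GFP reporter were exposed to compound for 30 h at 37 C. After PBS washes, GFP-positive cells (20-120 um objects) counted by laser-scanning microplate cytometry.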
GLA spleen mod: alpha-galactosidase A (human) modulation. human spleen homogenate, 4MU-alpha-Gal fluorescence, 40 min. Potency, µM (titrated, usually from 80 µM), for the others: top-dose activity change, negative = inhibition, usual class: inhibitors. 240,000 tested, 0.008% active;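 also: 0% = enzyme with vehicle and -100% = no enzyme basal signal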
Target sequence (P06280 32-429 limits assumed): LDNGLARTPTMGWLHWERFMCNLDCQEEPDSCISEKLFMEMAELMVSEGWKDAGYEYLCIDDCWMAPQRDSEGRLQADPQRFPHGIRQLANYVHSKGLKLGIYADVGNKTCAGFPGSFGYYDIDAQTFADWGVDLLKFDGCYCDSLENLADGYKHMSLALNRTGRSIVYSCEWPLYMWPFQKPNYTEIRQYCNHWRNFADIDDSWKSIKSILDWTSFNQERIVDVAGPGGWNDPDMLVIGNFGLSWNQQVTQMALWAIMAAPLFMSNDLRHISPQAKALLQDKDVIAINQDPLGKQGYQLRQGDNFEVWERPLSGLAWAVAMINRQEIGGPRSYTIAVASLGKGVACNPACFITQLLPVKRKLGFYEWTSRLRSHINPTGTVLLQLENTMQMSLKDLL
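Human spleen homogenate (1 ug) as enzyme source, 4-methylumbelliferyl-alpha-D-galactopyranoside 1 mM final, citrate/phosphate pH 5.0 with 0.01% Tween-20. Compounds 40 min at 37C, NaOH/glycine stop; fluorescence Ex 365/Em 440, Hill-fit AC50.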
NPSR antag: blocks cAMP signaling of the human neuropeptide S receptor; Q6W5P4; CHO-NPSR cells, cAMP TR-FRET, antagonist mode; Potency, µM (top dose mostly 38.3 µM), inactives show at the top dose activity change, negative = inhibition, actives largely listed as inhibitors; 220,000 tested, 1% active; AID 1461; also: % is scaled to controls: 0 for no effect and ±100 for the full control effect; nearly all actives have a fitted effect of over 50% in size; many of its hits are not listed in these tables
Target sequence (Q6W5P4 whole entry, looked up): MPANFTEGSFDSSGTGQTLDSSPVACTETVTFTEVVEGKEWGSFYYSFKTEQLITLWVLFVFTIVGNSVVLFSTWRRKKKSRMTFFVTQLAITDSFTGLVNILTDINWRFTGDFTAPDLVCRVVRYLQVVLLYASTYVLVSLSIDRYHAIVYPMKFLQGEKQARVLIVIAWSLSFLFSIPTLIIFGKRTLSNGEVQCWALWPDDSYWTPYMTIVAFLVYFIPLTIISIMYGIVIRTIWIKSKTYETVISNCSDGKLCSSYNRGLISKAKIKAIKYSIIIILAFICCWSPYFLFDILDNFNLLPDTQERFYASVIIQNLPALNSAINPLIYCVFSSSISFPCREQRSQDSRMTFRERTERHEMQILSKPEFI
aGlu spleen mod: lysosomal alpha-glucosidase (human) modulation; AID 2112; Potency, µM (doses to about 79.9 µM), for inactives: at the highest dose activity change, negative = inhibition, most hits filed as inhibitors; 240,000 tested, 0.006% active; human spleen homogenate, 4-MU-alpha-glucoside fluorescence;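 also: 0% = enzyme with vehicle and -100% = no enzyme basal signal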
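Enzyme source: human spleen homogenate, 1 ug/well. Buffer 50 mM citric acid/K phosphate pH 5.0, 0.01% Tween-20. 4-MU-alpha-glucoside 1 mM; 37 C x 40 min; NaOH/glycine stop; fluorescence.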
ALDH1A1 block: inhibitors of human aldehyde dehydrogenase 1A1; Potency, µM (doses to about 75.3 µM), for inactives: top-dose activity, negative = inhibition, actives largely listed as inhibitors; AID 1030; Purified ALDH1A1, NADH fluorescence, propionaldehyde substrate; 220,000 tested, 7.3% active; active = well fitted inhibition curve with a large enough effect, not every such curve was filed as active; inconclusive = small, poorly fitted or top-dose-only effect, or another doubt; inactive = no such curve, though single readings can be large or run the other way;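 also: plate controls were no enzyme wells and a reference inhibitor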
Tau fluor cs: counter-screen for tau fibril formation inhibitors. tau K18 P301L Alexa594 fluorescence, heparin fibrillization. 280,000 tested, 0.93% active. AID 1463. Potency, µM (highest dose often 57.7 µM), for the others: at the top dose activity change, negative = decrease; also: % is scaled to controls: 0 for no effect and ±100 for the full control effect; nearly all actives have a fitted effect of over 55% in size
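Human tau K18 P301L (15 uM unlabeled, 0.24 uM Alexa 594-labeled) in 100 mM sodium acetate pH 7 with 20 uM heparin, 6 hr at 37 C. ThT 30 uM added, 1 hr ambient; Alexa 594 FP and total fluorescence read at 555/632 nm.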
The depositor's hits bear a star; ? = inconclusive; · = not tested or not shown; [ ] = dose if it differs, or a comment. Unless noted, calls follow the shape of the dose curve; as a rule, active = well fitted curve in the direction sought with a large enough effect; inconclusive = small, poorly fitted or top-dose-only effect, or another doubt; inactive = no such curve, though single readings can be large; an effect the other way counts as inactive or inconclusive. Potency is read from the fitted curve at half-maximal effect. A portion of the library. The share of hits here may be higher or lower than overall.

SMILES	GAA glycogen mod	GAA inhib	Epigenetic reg	GLA spleen mod	NPSR antag	aGlu spleen mod	ALDH1A1 block	Tau fluor cs
O=C(N/N=C/c1cc([N+](=O)[O-])ccc1O)c1cccc2cc[nH]c12	0%	-7%[15.4 µM]	1.6%	3%	?	-6%	9%	-24%
O=C(O)c1ccc(NCCC2=CCCCC2)c([N+](=O)[O-])c1	9%	-5%	2.3%	8%	-19%	-2%	?	-1%
CCOc1ccc(NC(=O)c2ccc(CC)s2)c([N+](=O)[O-])c1	-13%	9%	2.3%	3%	16%	-6%	8%	-8%
COc1ccc(OCCC(=O)OCC(=O)Nc2ccc(Br)cc2)cc1	8%	-1%	0.0%	-2%	7%	-4%	-4%	-19%
O=C(Cn1ccc([N+](=O)[O-])n1)Nc1ccccn1	5%	1%	-4.1%	-2%	-7%	-2%	12%	-2%
c1coc(CNC2CCCCCCC2)c1	2%	5%	-0.2%	-4%	0%[46.1 µM]	2%	-8%	-2%
O=C(CSc1nc2ccccc2s1)NC(=O)NCc1ccco1	1%	0%	1.1%	?	-21%[46.1 µM]	-9%	32µM*	0%
O=C(O)c1ccc(/C=N/Nc2nc3ccccc3[nH]2)cc1	?	-8%	1.3%	5%	-9%	-6%	1%	-14%
CCCN(CC(=O)Nc1cc(Cl)ccc1Cl)C(=O)/C=C/c1ccco1	3%	-3%	-1.0%	8%	-24%	3%	8%	0%
C/C(=N/NC(=O)CNC(=O)Cc1ccc(Cl)cc1)c1ccco1	2%	?	2.2%	7%	-29%	-10%	16%	-12%
O=C(NC1CCC(c2ccccc2)CC1)c1cccnc1 (stereo unspecified)	-2%	4%	-0.1%	-6%	1%	-5%	?	4%
O=C(Cc1cccs1)Nc1ccccc1NC(=O)Cc1cccs1	3%	-2%	-1.0%	-3%	-1%[46.1 µM]	-4%	1%	-9%
Cc1cccc(N2C(=O)SC(N(CC(=O)O)c3cccc(C)c3)C2=O)c1 (stereo unspecified)	-5%	-10%[15.4 µM]	0.7%	1%	-2%[46.1 µM]	0%	14µM*	-9%
CCOC(CNC(=O)c1ccc2nc(N3CCC(C)CC3)sc2c1)OCC	3%	-3%	-1.0%	-2%	-14%[46.1 µM]	-5%	14µM*	-4%
O=C(Cn1c(SCC(=O)N2CCCc3ccccc32)nc2ccccc21)N1CCCC1	-7%	8%	0.1%	-2%	0%[46.1 µM]	0%	-2%	-2%
O=C(C1=NN(c2ccccc2)C2C(=O)N(c3ccc(Cl)cc3)C(=O)C12)c1ccccc1 (stereo unspecified)	5%	1%	-1.0%	6%	-5%	-9%	2%	-8%
CCOc1ccc(-n2nc3c(=O)n(CCN4CCCCC4)nc(C)c3c2C)cc1	10%	0%	0.2%	1%	10%	1%	?	13%
Cc1noc(NS(=O)(=O)c2ccc(NC(=O)CCC3CCCC3)cc2)c1C	7%	-9%	1.7%	-2%	-5%[46.1 µM]	-3%	15%	-4%
Cc1ccc2nc(-c3ccc(NC(=O)CSc4ccccc4)cc3)[nH]c2c1	1%	-6%	0.0%	2%	-2%[46.1 µM]	2%	?	?
NNC(=O)c1ccc(COc2ccc3c(c2)CCC3)o1	-14%	0%	-1.0%	4%	20%	-5%	7.9µM*	-13%

Among those listed so far, these have an NH in an aromatic ring.
SMILES	GAA glycogen mod	GAA inhib	Epigenetic reg	GLA spleen mod	NPSR antag	aGlu spleen mod	ALDH1A1 block	Tau fluor cs
O=C(N/N=C/c1cc([N+](=O)[O-])ccc1O)c1cccc2cc[nH]c12	0%	-7%[15.4 µM]	1.6%	3%	?	-6%	9%	-24%
O=C(O)c1ccc(/C=N/Nc2nc3ccccc3[nH]2)cc1	?	-8%	1.3%	5%	-9%	-6%	1%	-14%
Cc1ccc2nc(-c3ccc(NC(=O)CSc4ccccc4)cc3)[nH]c2c1	1%	-6%	0.0%	2%	-2%[46.1 µM]	2%	?	?

Individual results from the list.
Reading for `O=C(O)c1ccc(NCCC2=CCCCC2)c([N+](=O)[O-])c1` under NPSR antag: -19%
Reading for `C/C(=N/NC(=O)CNC(=O)Cc1ccc(Cl)cc1)c1ccco1` under GAA glycogen mod: 2%

Next part:
SMILES	GAA glycogen mod	GAA inhib	Epigenetic reg	GLA spleen mod	NPSR antag	aGlu spleen mod	ALDH1A1 block	Tau fluor cs
Cc1ccccc1C(=O)NN1CCOCC1	9%	9%	-0.7%	-2%	1%	6%	9%	0%
COC(=O)C1=C(C)N(C)C(C)=C(C(=O)OC)C1c1ccc(C(=O)OC)cc1	-10%	-12%	-0.8%	-3%	-20%[46.1 µM]	-3%	0%	0%
COc1ccccc1/C=C/C(=O)c1ccccc1	5%	-4%	7.5%	-1%	9%	-4%	-7%	-12%
COc1cc(C(=O)Nc2nnc(CC(C)C)s2)c([N+](=O)[O-])cc1OC	24%	?	2.8%	4%	2%	6%	-6%	-6%
COc1ccccc1-c1c(C(F)(F)F)oc2cc(OC(=O)c3cccc([N+](=O)[O-])c3C)ccc2c1=O	-3%	-1%	-1.7%	-12%	-8%[46.1 µM]	-23%	?	-24%
CCOC(=O)C(=O)N1CCN(c2ccccc2OC)CC1	-2%	-20%	2.6%	5%	20%	2%	1%	6%
COC(=O)C1C(c2ccc(OC)cc2)C(C(=O)OC)S(=O)(=O)C(CCN2CCCCC2)S1(=O)=O (stereo unspecified)	-6%	-5%	-0.5%	3%	-15%	0%	5%	-11%
COc1cc(/C=N/NC(=O)Nc2ccccc2)ccc1OCCOc1ccccc1C	2%	4%	-2.2%	-6%	?	-8%	7%	-22%
COC(=O)Nc1ccc(S(=O)(=O)N2CCCC(C(=O)N3CCCCC3)C2)cc1 (stereo unspecified)	-5%	0%	7.9%	-8%	6%	·	?	-2%
O=C(NNC(=O)c1cc2cc(OC(F)(F)F)ccc2[nH]1)c1ccc(Cl)cc1	0%	·	2.4%	-1%	8%[7.67 µM]	1%	·	-12%
O=C(Cc1ccccc1)NNc1ccc2ccccc2c1	25µM*	-3%	0.0%	-1%	-4%	0%	-8%	-5%
CC(=O)OC[C@@H]1O[C@H](C/C=N\OC[C@@H](O)COCc2ccco2)C=C[C@@H]1OC(C)=O	·	·	0.0%[10.1 µM]	-2%[17.5 µM]	·	-2%[17.4 µM]	8%[13.5 µM]	-5%[11.6 µM]
NC(=O)C1=NOC(CNc2ncc(C(F)(F)F)cc2Cl)C1 (stereo unspecified)	1%	0%	3.1%	-1%	7%[46.1 µM]	-23%	-7%	-8%
CCN(CC)S(=O)(=O)c1cccc(NC(=O)c2ccccc2Br)c1	-6%	-12%	-3.2%	2%	-17%	-3%	11µM*	-18%
Cc1nc(N/N=C/c2ccc(O)cc2)c2cnn(-c3ccccc3)c2n1	-1%	-10%	-1.1%	5%	-24%	0%	?	?
O=C(CN1CCC(n2nnc3cc(F)ccc32)CC1)N1CCCc2ccccc21	2%	-4%	0.5%	-6%	-12%[46.1 µM]	-6%	?	-1%
Cc1ccc(N(CC(=O)NCc2ccco2)C(=O)CCC(=O)Nc2ccccn2)cc1C	5%	0%	1.2%	-16%	8%[7.67 µM]	-5%	-9%	-6%
FC(F)(F)c1cc(-c2ccco2)nc(-n2cnc3ccccc32)n1	8%	5%	-0.2%	-3%	1%[46.1 µM]	2%	3%	-8%
CC(=O)OCn1nnc2ccccc2c1=O	6%	-10%	1.0%	14%	16%	13%	3%	-8%
O=C(O)C1CCN(C(=O)c2ccc(Cl)cc2)CC1	5%	-3%	6.2%	2%	5%[46.1 µM]	-2%	8%	-10%
CC(=O)c1cccc(NC(=S)NC(=O)c2ccc(Br)cc2)c1	-6%	2%	0.0%	-1%	-8%	4%	-7%	2%
COc1cc(C(=O)NCCC(=O)N2CCN(C)CC2)cc(OC)c1OC	6%	-3%	-1.8%	4%	19%	-4%	0%	-5%
C#CCCCCCCCCCCCC(O)CC(O)COC(C)=O (stereo unspecified)	·	·	-0.8%	19%	·	3%	14µM*	-25%
O=C1CC(c2cc(F)ccc2F)c2cc3c(cc2N1)CCC3 (stereo unspecified)	7%	2%	-1.1%	12%	38%	8%	-5%	-3%
COc1ccc(NC(=S)NC(NC(=O)/C=C/c2ccccc2)C(Cl)(Cl)Cl)cc1 (stereo unspecified)	3%	7%	3.4%	-6%	6%[46.1 µM]	-3%	7%	-26%
C=CCOC(=O)C1=C(C)NC(SCC(=O)NC(=O)OCC)=C(C#N)C1c1cccnc1 (stereo unspecified)	-14%	?	-0.7%	21%	-16%[46.1 µM]	3%	-5%	-6%
COc1ccc(-n2c(C)nc3c(cnn3-c3ccc(C)cc3)c2=O)cc1	2%	-5%	1.1%	-4%	1%	·	-4%	-7%
COc1ccc(OC)c(/C=C/C(=O)OCC(=O)Nc2cccc(C(C)=O)c2)c1	-6%	?	-1.3%	?	2%	6%	?	?
CCc1cccc(C)c1NC(=O)c1ccoc1C	-17%	0%	0.3%	3%	-3%[46.1 µM]	-1%	-9%	2%
O=[N+]([O-])c1ccc(N2CCC(=NOCc3ccc(Cl)cc3)CC2)cc1	0%	?	0.0%	0%	-20%[46.1 µM]	-5%	13µM*	-29%
COC(=O)c1sc2cc(=O)n(-c3cccc(C(F)(F)F)c3)nc2c1O	0%	-1%	-0.4%	-6%	10µM*	-6%	3%	-9%
C/C(=N\NC(=O)OC(C)(C)C)c1ccc(-n2ccnc2)cc1	0%	1%	-0.4%	7%	6%	5%	-4%	5%
COc1ccc2c(c1)CCC1C2=NN(/C(C)=C\C(C)=O)C1c1ccc(F)cc1 (stereo unspecified)	-1%	8%	-1.9%[10.1 µM]	2%	-23%	4%	2%	5%
Cc1cc(C)n(C(=O)CCNC(=O)c2ccccc2Br)n1	1%	-1%	0.0%	9%	-6%[46.1 µM]	-2%	-1%	-4%
O=c1oc(-c2ccco2)nc2c1cnn2-c1ccccc1	-9%	-7%	-1.2%	-1%	?	0%	9%	-8%
CCCCOC(=O)c1sc2nc(N3CCOCC3)c3c(c2c1N)CC(C)(C)OC3	-4%	·	2.9%	?	-56%	2%	·	-2%
Cn1cc(CN2CCN(Cc3ccccc3)C(CCO)C2)c(-c2ccccc2)n1 (stereo unspecified)	6%	0%	-1.0%	-1%	-18%	2%	0%	-11%
